Bioassay records: PubChem BioAssay, NMMLSC
Myeloid diff MLP = compounds promoting myeloid differentiation. ER-HoxA9 myeloid progenitors, lysozyme-GFP differentiation, flow cytometry. calls only at 10 µM. 360,000 tested, 1% active. AID 624256;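 active means normalized GFP-positive differentiation at or above the plate's own cutoff, the solvent-only control mean plus 3 SD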;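 further: cells exposed to compound for four days before flow analysis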
Myeloid diff MLP GFP+ MAC1+ % = second read-out of Myeloid diff MLP, no call of its own (marks repeat the call); GFP+ MAC1+ double positive, %; measured here: differentiation confirmed by MAC1 staining
Starred values were filed as active, the others as inactive; i = inactive; + = active, no number. This is a subset; count on the stated rates, not on these rows.

The opening 15 records, to show the layout:
SMILES	Myeloid diff MLP	Myeloid diff MLP GFP+ MAC1+ %
COCCNc1ncnc2c1ncn2[C@H]1CN(CCN2CCOCC2)C[C@@H](CO)O1	i	1.1
COc1ccccc1C(=O)Nc1ccc(OCC(=O)N2CCCCC2)cc1	i	0.1
O=C1C=C(c2ccc(Cl)c(C(F)(F)F)c2)C[C@@H](c2ccc3c(c2)OCO3)C1	i	1.7
Cc1ccc(Cn2c(C)c(C(=O)NCc3cccs3)sc2=O)cc1	i	2.3
O=C(COC(=O)c1cnccn1)Nc1ncc(C(F)(F)F)cc1Cl	i	0.8
COc1ccc(C(=O)COc2ccc(C(C)=O)cc2OC)cc1OC	i	0.6
COc1ccc(C(CNC(=O)c2cccc(NS(=O)(=O)c3ccc(C)c(F)c3)c2)N(C)C)cc1 (configuration not stated)	i	0.7
O=C(Nc1cc(S(=O)(=O)N2CCOCC2)ccc1N1CCCCC1)c1ccc(Cl)cc1	i	0.3
CN(CC(=O)Nc1ccc(F)c(F)c1F)C(=O)CN1C(=O)NC2(CCCC2)C1=O	i	0.5
COCCN(C(=O)c1cc2c(s1)CCCCC2)c1c(N)n(CC(C)C)c(=O)[nH]c1=O	i	0.5
COc1ccc2c(CN3CCCCCCC3)cc(=O)oc2c1	i	0.3
CN(C(=O)CSc1n[nH]c(=O)[nH]c1=O)c1ccccc1	i	1.2
Cc1ccc(NC(=O)CNc2ccccc2N2CCCC2=O)cc1S(=O)(=O)N1CCOCC1	i	0.9
Cn1c(=O)cc(SCC(=O)N2CCN(C3CCCCC3)CC2)c2ccccc21	i	0.8
CC(C)CN(C(=O)COC(=O)CSc1ccccc1)c1c(N)n(Cc2ccccc2)c(=O)[nH]c1=O	i	0.3

The listing, from the first entry:
SMILES	Myeloid diff MLP	Myeloid diff MLP GFP+ MAC1+ %
COCCNc1ncnc2c1ncn2[C@H]1CN(CCN2CCOCC2)C[C@@H](CO)O1	i	1.1
COc1ccccc1C(=O)Nc1ccc(OCC(=O)N2CCCCC2)cc1	i	0.1
O=C1C=C(c2ccc(Cl)c(C(F)(F)F)c2)C[C@@H](c2ccc3c(c2)OCO3)C1	i	1.7
Cc1ccc(Cn2c(C)c(C(=O)NCc3cccs3)sc2=O)cc1	i	2.3
O=C(COC(=O)c1cnccn1)Nc1ncc(C(F)(F)F)cc1Cl	i	0.8
COc1ccc(C(=O)COc2ccc(C(C)=O)cc2OC)cc1OC	i	0.6
COc1ccc(C(CNC(=O)c2cccc(NS(=O)(=O)c3ccc(C)c(F)c3)c2)N(C)C)cc1 (configuration not stated)	i	0.7
O=C(Nc1cc(S(=O)(=O)N2CCOCC2)ccc1N1CCCCC1)c1ccc(Cl)cc1	i	0.3
CN(CC(=O)Nc1ccc(F)c(F)c1F)C(=O)CN1C(=O)NC2(CCCC2)C1=O	i	0.5
COCCN(C(=O)c1cc2c(s1)CCCCC2)c1c(N)n(CC(C)C)c(=O)[nH]c1=O	i	0.5
COc1ccc2c(CN3CCCCCCC3)cc(=O)oc2c1	i	0.3
CN(C(=O)CSc1n[nH]c(=O)[nH]c1=O)c1ccccc1	i	1.2
Cc1ccc(NC(=O)CNc2ccccc2N2CCCC2=O)cc1S(=O)(=O)N1CCOCC1	i	0.9
Cn1c(=O)cc(SCC(=O)N2CCN(C3CCCCC3)CC2)c2ccccc21	i	0.8
CC(C)CN(C(=O)COC(=O)CSc1ccccc1)c1c(N)n(Cc2ccccc2)c(=O)[nH]c1=O	i	0.3
COc1cccc(NC(=O)CN(C)C(=O)CSc2nc3ccccc3s2)c1	i	0.5
C[C@H](CO)N1C[C@H](C)[C@@H](CN(C)Cc2ccccn2)Oc2ncc(Br)cc2C1=O	i	0.1
OCCN1CCN(c2ncnc3c2ncn3[C@H]2CN(Cc3ccco3)C[C@@H](CO)O2)CC1	i	0.6
Cn1ccc2c(N3CCCCC3)cc3c(c21)C1CCC3C1 (configuration not stated)	i	0.8
CCCN(CC1CC1)C(=S)NC(=O)c1cc(Br)ccc1Cl	i	1.3
CCC(=O)N=c1sc2c(OC)ccc(OC)c2n1C	i	1.4
CC(C)C[C@H]1CN(CCCC[C@H]2CNC(=O)C(=O)N2CCc2ccccc2)C(=O)C(=O)N1CCC1CCCCC1	i	1.4
COc1cccc(C(O)c2nc(-c3ccccc3OC)cs2)c1 (configuration not stated)	i	0.9
Cc1ccc(OCCC(=O)Nc2ccc3c(c2)OCO3)cc1	i	1.3
CCOc1ccc(OCCC(=O)OCC(=O)N2CCN(S(=O)(=O)c3ccc(C)cc3C)CC2)cc1	i	0.9

Later entries.
SMILES	Myeloid diff MLP	Myeloid diff MLP GFP+ MAC1+ %
COc1ccc(CCNC(=O)COc2ccc3c(C)cc(=O)oc3c2)cc1	i	1.1
COc1ccc(-n2ncc3c(SCC(=O)OC(C)C)ncnc32)cc1	i	0.3
Cc1cc([N+](=O)[O-])ccc1N	i	0.7
CC1(NC(=O)c2cc(Cl)nc3ccccc23)CCS(=O)(=O)C1 (configuration not stated)	i	0.5
CCN(C(=O)CSc1nnc(Nc2ccc(OC)cc2)s1)C1CCS(=O)(=O)C1 (configuration not stated)	i	1.2
COc1ccc(NC(=O)CN(C)C(=O)C2CC(=O)N(c3cccc4ccccc34)C2)cc1 (configuration not stated)	i	0.8
Cc1ccc2c(c1)C1(SC(C)C(=O)N1c1ccc(Cl)cc1)C(=O)N2 (configuration not stated)	i	3.7
CC(C)(C)OC(=O)NCCCCC1=CC2=CC(=O)C(C)(O)C(=O)C2=CO1 (configuration not stated)	i	1.3
CCN(CC(=O)NCc1cccs1)C(=O)/C=C/c1ccc(C)cc1	i	1.3
Cc1cccc(C)c1-n1nnnc1C1c2ccccc2C(=O)N1C1CC1 (configuration not stated)	i	0.9
Cc1cc(Br)cc2c1N(C)C(=O)C2(c1ccc(O)cc1)c1ccc(O)cc1	i	0.6
COc1ccc(S[C@@H](CCN2CC[C@H](NC(=O)OCc3ccccc3)CCC2=O)c2ccccc2)cc1	i	2.3
Cc1ccc(NC(=O)CN(C)C(=O)C(c2ccccc2)c2ccccc2)cc1	i	1.1
CCN(CC)S(=O)(=O)c1ccc(N2CCOCC2)c(NC(=O)c2nn(C(C)C)c(=O)c3ccccc23)c1	i	1.3
C[C@@H]1CCCCO[C@@H](CN(C)Cc2ccc(Cl)c(Cl)c2)[C@@H](C)CN([C@H](C)CO)C(=O)c2cc(NC(=O)CCC(F)(F)F)ccc2O1	i	1.3
COc1cc(OC)cc(C(=O)NNC(=O)CCC(=O)c2cc(C)sc2C)c1	i	0.5
COc1cc(C(=O)COC(=O)c2ccc3c(c2)OCCO3)cc(OC)c1OC	i	1.3
CC(OC(=O)c1ncc(Cl)c(Cl)c1Cl)C(=O)NC1(C#N)CCCCC1 (configuration not stated)	i	1.4
COc1ccc(Oc2c(OC)cc(NCc3ccc(CN)cc3)c3ncccc23)cc1	+	1.4*
OCc1ccc(-c2cccc3nccn23)cc1	i	1.2
Cc1cccc(C)c1NC(=O)C(c1ccccc1F)n1c(=O)c(-c2ccco2)nc2ccccc21 (configuration not stated)	i	7.8
COc1ccc(S(=O)(=O)NC(=O)C2(C)CCN2C(=O)C2CC2)cc1 (configuration not stated)	i	0.6
COc1ccc(-n2ccnc2SCC(=O)NC2CCCC2)cc1	i	1.3
O=C(CCNS(=O)(=O)c1ccccc1C(F)(F)F)N1CCN(S(=O)(=O)c2cccc(Cl)c2)CC1	i	1.1
CCc1ccc(OCC(=O)NNC(=O)c2ccc(-n3cncn3)c([N+](=O)[O-])c2)cc1	i	1.7

Carrying on.
SMILES	Myeloid diff MLP	Myeloid diff MLP GFP+ MAC1+ %
Cc1ccc(CNC(=O)CSc2nc3ccccc3c(=O)n2CC2CCCO2)cc1 (configuration not stated)	i	0.4
Cc1cc(C)cc(Cn2c3ccc(NC(=O)NCc4ccccc4)cc3c(=O)n2C)c1	i	0.4
CCc1nnc(NC(=O)Cc2ccc(OC)c(S(=O)(=O)N3CCOCC3)c2)s1	i	1.1
CC(Nc1nc(-c2ccc(F)cc2)cs1)c1nc2cc(C(F)(F)F)ccc2n1CCCO (configuration not stated)	i	1.1
CCOc1ccc(NC(=O)CCN2C(=O)CSc3ccccc32)cc1	i	0.9
CCOc1ccc(N(C)S(=O)(=O)c2ccc(C)c(C(=O)N3CCN(Cc4ccc5c(c4)OCO5)CC3)c2)cc1	i	0.8
O=Cc1cc(N=Nc2ccc(S(=O)(=O)O)cc2)ccc1O	i	0.5
Cc1ccc(C(=O)NC(CCc2ccccc2)C(=O)O)cc1 (configuration not stated)	i	2.5
NC(=O)CCC(NC(=O)OCc1ccccc1)C(=O)OCC(=O)c1ccccc1 (configuration not stated)	i	0.4
COCCN(CC(=O)Nc1cccc(S(=O)(=O)N2CCCC2)c1)Cc1nc2ccccc2c(=O)[nH]1	i	0.0
O=C1NC[C@@H]2CCCN2C1=O	i	0.4
CCOC(=O)C1CCCN(C(=O)c2cccc(N3C(=O)c4ccccc4C3=O)c2)C1 (configuration not stated)	i	0.4
C#CCOCCOCCOCCNc1nc(N2CCN(C(=O)CCCCCCCCCCNC(=O)[C@H](CCCCN)n3cc(CCO)nn3)CC2)nc(N2CCN(C(=O)CCCCCCCCCCNC(=O)[C@H](CCCN=C(N)N)n3cc(C[C@@H](C)CC)nn3)CC2)n1	i	2.9
COC(=O)C1(CC2CC(c3ccncc3)=NO2)CCN(C(=O)OC(C)(C)C)CC1 (configuration not stated)	i	1.8
CCCOc1ccc(C(=O)CCC(=O)OC(C)C(=O)Nc2ccc(NC(C)=O)cc2)cc1 (configuration not stated)	i	0.3
COc1ccc(NC(=O)CN(C)C(=O)C2CC(=O)N(CCc3ccc(OC)c(OC)c3)C2)cc1 (configuration not stated)	i	0.1
COc1cccc(-c2cccc(-c3nc(C(=O)Nc4ccc(-c5ccccc5)cc4)cc4c3[C@H](CCO)N(S(=O)C(C)(C)C)C4)c2)c1 (some centres not stated)	i	1.4
Cc1[nH]c2ccc(C(=O)NC3CCCC3)cc2c1C	i	0.9
COc1ccc(/C=N/NC(=O)c2nnn(-c3nonc3N)c2C)cc1OC	i	1.4
CSCCC(C(=O)Nc1c(C)cccc1C)N1CCN(c2ccc(F)cc2)CC1 (configuration not stated)	i	0.9
NC(c1ccccc1)c1csc(NC(=O)Nc2cccc(Cl)c2)n1 (configuration not stated)	i	1.8
COC(=O)C(C(=O)OC)C(CC(=O)c1ccc(Br)cc1)c1ccccc1 (configuration not stated)	i	0.6
Cc1nn(CC(=O)NC2CCCC2)c(C)c1[N+](=O)[O-]	i	0.2
O=C(NC(=S)NC1CCC(O)CC1)c1ccco1 (configuration not stated)	i	0.4
CCOC(=O)C1=CN(Cc2ccco2)S(=O)(=O)N(C)C1c1ccccc1 (configuration not stated)	i	0.3

(cont.)
SMILES	Myeloid diff MLP	Myeloid diff MLP GFP+ MAC1+ %
CCN(C(=O)COC(=O)/C(C#N)=C/c1ccc(N(C)C)cc1)C1CCS(=O)(=O)C1 (configuration not stated)	i	0.8
CCOc1ccc(NC(=O)CN(C)C(=O)c2cc(S(=O)(=O)N3CCCCC3)ccc2C)cc1OCC	i	1.0
CC1CCN(S(=O)(=O)c2ccc(NC(=O)C3CSC4(C)CCC(=O)N34)cc2)CC1 (configuration not stated)	i	0.8
CC(C)Oc1ccc(S(=O)(=O)N2CCOCC2)cc1NC(=O)Cc1c(F)cccc1Cl	i	0.6
Cn1c(N)c(C(=O)CSc2nn(-c3ccccc3)c(=S)s2)c(=O)n(C)c1=O	i	0.6
Cc1cccnc1NC(=O)c1ccc2c(c1)NC(=O)C(C)S2 (configuration not stated)	i	0.6
Cc1csc(-c2nc3ccccc3n2C(C(=O)Nc2c(C)cccc2C)C2CC2)c1 (configuration not stated)	i	1.7
CCOC(=O)C1=CCN(S(=O)(=O)c2ccc(F)cc2)C1c1cccc(C)c1 (configuration not stated)	i	0.8
Cc1cc(=O)oc2cc(Oc3ccc([N+](=O)[O-])cc3C(F)(F)F)ccc12	i	0.0
N#CC(CCc1ccc([N+](=O)[O-])cc1)(CCc1ccc([N+](=O)[O-])cc1)C(N)=O	i	0.7
CCC(CC)C(C(=O)NCc1ccccc1)N1CCN(c2cccc(C)c2C)CC1 (configuration not stated)	i	2.2
CCOC(=O)C1CCN(C(=O)COC(=O)c2cc(-c3cccs3)nn2-c2ccccc2)CC1	i	0.6
O=C(CCNS(=O)(=O)c1ccc(Br)cc1)NCC(c1cccs1)N1CCOCC1 (configuration not stated)	i	0.8
Cc1ccc(NC(=O)CNc2cccc(S(=O)(=O)N3CCOCC3)c2)cc1F	i	0.7
CCN(CC)CCN=c1c(C)nc(C#N)c(N)n1O	i	0.3
Cc1ccc(S(=O)(=O)N2CCN(C(=O)COC(=O)CNC(=O)c3ccc(Cl)cc3Cl)CC2)c(C)c1	i	0.5
COc1cccc(C2=CC(=O)CCC2)c1	i	1.3
CCCCc1nc2sc3c(c2c(=O)[nH]1)CC(C)(C)OC3	i	0.1
COc1ccc(C(=O)Nc2cc3c4c(c2)C(C)C(=O)N4CCC3)c(OC)c1 (configuration not stated)	i	1.1
CN(C(=O)c1ccc(NC(=O)Cc2ccc(NC(=O)C3CCCN(C(=O)CCc4ccccc4)C3)cc2)cc1)C1CC1 (configuration not stated)	i	2.0
COc1ccc(C(=O)COC(=O)C2COc3ccccc3O2)c(OC)c1 (configuration not stated)	i	0.8
CC(=O)c1c(C)[nH]c(C(=O)COc2ccc3ccc(=O)oc3c2)c1C	i	1.8
Cc1ccc(S(=O)(=O)Nc2c(O)ccc3ccccc23)cc1	i	0.0
C[C@H](CO)N1C[C@H](C)[C@@H](CN(C)Cc2ccc(Cl)c(Cl)c2)Oc2c(NC(=O)c3ccncc3)cccc2C1=O	i	0.5
COCCn1c(Cc2ccccc2)nnc1SCC(=O)Nc1oc(C)c2c(C)n[nH]c(=O)c12	i	0.6
CC(=O)Oc1ccc(C(=O)Nn2cnnc2)cc1	i	0.7
CC1CCCC(NC(=O)CSc2n[nH]c(N)n2)C1C (configuration not stated)	i	1.0
C[C@@H]1CN([C@H](C)CO)C(=O)c2c(c3ccccc3n2C)-c2ccccc2CO[C@@H]1CN(C)Cc1ccc(O)cc1	i	0.1
O=C(COc1ccccc1Cl)Nc1cccc(S(=O)(=O)N2CCCC2)c1	i	1.1
